IDE act: activators of human insulin-degrading enzyme in cells | P14735 | HEK cells, FAbeta-B cleavage, fluorescence polarization; 0% vehicle, 100% cell-free pure enzyme wells | activation, % at 5.96 µM | actives 0.073% (n = 340,000);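 active = activation above the mean of all tested compounds plus 3 SD, set per screening campaign, cut at about 17% in these data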
pCIP destab: lowers stability of the mouse p/CIP coactivator protein. AID 1984. actives 0.01% (n = 290,000). F442A p/CIP-EGFP cells, EGFP fluorescence, 16 h. decrease of EGFP signal, % at 10 µM;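 active = EGFP signal decrease of at least 30% at 10 µM or well 3 SD below plate mean, unless failing retest; inactive = the rest, including hits failing retest or dose response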; also: some compounds called inactive have numbers as strong as hits; many of its hits are not listed in these tables
GPR7 antag: blocks human GPR7 receptor signaling; P48145; GPR7-expressing cells, fluorescence antagonist assay; inhibition, % at 4.4 µM; actives 1.1% (n = 290,000); AID 1861; in the data active = inhibition above about 16%, passing the limit was not always enough;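 also: cells stimulated with the agonist NPW; 0% = agonist with vehicle and 100% = vehicle without agonist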
Target sequence (P48145 whole entry, looked up): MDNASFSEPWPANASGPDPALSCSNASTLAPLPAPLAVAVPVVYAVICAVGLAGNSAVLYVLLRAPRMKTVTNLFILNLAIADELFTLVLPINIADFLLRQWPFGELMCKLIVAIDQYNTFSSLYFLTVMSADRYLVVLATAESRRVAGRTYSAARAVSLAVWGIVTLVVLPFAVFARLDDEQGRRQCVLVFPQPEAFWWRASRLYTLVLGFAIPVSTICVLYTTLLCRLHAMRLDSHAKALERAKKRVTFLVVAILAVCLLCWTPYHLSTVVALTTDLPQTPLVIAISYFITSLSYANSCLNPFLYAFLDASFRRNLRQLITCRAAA
NALP1 inh: NALP1 inhibition; S. cerevisiae NALP1/ASC/caspase-1 growth, X-gal OD620, 72 h; inhibition, % at 10 µM; actives 0.61% (n = 280,000); in the data active = inhibition mostly above about 24%, no sharp cut-off; inactive = mostly below about 32%; also: some compounds called inactive have numbers as strong as hits
PfM18AAP inh: blocks P. falciparum M18 aspartyl aminopeptidase | AID 1822 | recombinant PfM18AAP, H-Glu-NHMec fluorogenic cleavage | actives 1.2% (n = 290,000) | inhibition, % at 7.35 µM;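 active = inhibition above the campaign mean inhibition over all tested compounds plus 3 SD, cut at about 28% in these data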;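 also: 0% = plate median of test compound wells and 100% = 2 mM ZnCl2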
IMP-1 inh: inhibitors of Pseudomonas aeruginosa IMP-1 metallo-beta-lactamase. purified IMP-1, nitrocefin hydrolysis, epi-absorbance fluorescence. inhibition, % at 5.6 µM. actives 0.45% (n = 290,000);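 active = inhibition above the mean plus 3 SD of all compounds in the same screening run, cut at about 4.5% in these data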;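 also: 0% = IMP-1 with DMSO and 100% = DMSO wells lacking enzyme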
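System: purified IMP-1 / Input: IMP-1 dispensed at 0.2 nM / Medium: 50 mM HEPES pH 7.1, 50 µM ZnSO4, 0.05% Brij 35 / Timing: 15 min enzyme–compound preincubation, then 25 min nitrocefin reaction, 25 °C / Technique: plate fluorescence quenching by hydrolysis product, ex 480/em 530 nm / Repeats: singlicate testing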
IDE inh: cellular human IDE inhibition; HEK cells, FAbetaB cleavage, fluorescence polarization; inhibition, % at 5.59 µM; actives 0.41% (n = 320,000); P14735; AID 434962;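 active = percent inhibition above the average of all tested compounds plus 3 SD, set per screening campaign, cut at about 16% in these data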;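 also: IDE supplied by intact live HEK cells; FP after avidin binding of uncleaved biotin substrate so inhibition keeps polarization high; 0% = DMSO wells and 100% = 60 µM reference IDE inhibitor Ii1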
VIM-2 inh: inhibitors of Pseudomonas aeruginosa VIM-2 metallo-beta-lactamase; actives 0.89% (n = 290,000); AID 1527; inhibition, % at 5.6 µM; purified VIM-2, nitrocefin hydrolysis, epi-absorbance fluorescence;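 active = inhibition above the mean of all tested compounds plus 3 SD, cutoff set per screening run, cut at about 7.5% in these data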;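 also: red hydrolysis product quenches plate fluorescence so inhibitors raise well fluorescence; 0% = enzyme with DMSO and 100% = DMSO without enzyme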
PHOSPHO1 inh: inhibitors of human PHOSPHO1 phosphatase; Q8TCT1; recombinant PHOSPHO1, absorbance phosphatase assay; inhibition, % at 13.3 µM; actives 1.1% (n = 290,000); in the data active = inhibition above about 60%
Target sequence (Q8TCT1 whole entry, looked up): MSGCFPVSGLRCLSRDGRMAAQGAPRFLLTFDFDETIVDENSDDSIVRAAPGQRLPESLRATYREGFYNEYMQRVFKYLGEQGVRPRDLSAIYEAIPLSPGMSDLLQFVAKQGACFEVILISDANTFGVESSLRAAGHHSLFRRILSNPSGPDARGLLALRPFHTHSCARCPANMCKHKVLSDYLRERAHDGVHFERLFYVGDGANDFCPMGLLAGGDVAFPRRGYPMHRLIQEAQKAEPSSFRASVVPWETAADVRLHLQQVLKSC
* = called active by the depositor; · = not tested or not shown.

Structure	IDE act	pCIP destab	GPR7 antag	NALP1 inh	PfM18AAP inh	IMP-1 inh	IDE inh	VIM-2 inh	PHOSPHO1 inh
CCOC(=O)C(C)Oc1cccc2c(=O)n(CC(=O)N3CCCc4ccccc43)ccc12 (stereo not drawn)	5	-13	-8	6	-1	-2.3	-1	-3.2	-14
COC(=O)c1ccc(CSc2nnc3c(n2)[nH]c2ccccc23)cc1	3	-4	-6	12	-1	-3.5	2	-1.5	38
Cn1c(=O)[nH]c(=O)c2c1nc(N1CCCC1)n2CCO	-2	-14	-18	7	4	-3.7	3	-2.5	29
CN(CCc1ccccn1)C1CC(=O)N(c2ccc(Cl)cc2)C1=O (stereo not drawn)	2	5	-3	18	-54	-7.4	3	-1.8	7
CC(C)(C)n1nnnc1C(c1cccs1)N1CCN(C(=O)c2ccco2)CC1 (stereo not drawn)	1	-2	-2	32	-1	-3.1	-7	-0.2	4
COc1nc(N/N=C/c2ccccc2F)nc(N2CCCCC2)n1	0	-25	3	29	2	-4.1	0	-5.0	-7
CCC(NC(=O)c1cc(COc2ccc(F)c(F)c2)on1)c1ccncc1 (stereo not drawn)	-2	-12	9	1	-1	1.0	·	1.1	22
Cc1sc(NC(=O)CN(Cc2ccc(F)cc2)C(=O)C(C)C)c(C(N)=O)c1C	-2	1	-11	-6	-2	-2.5	5	-4.7	8
COc1cc(NS(=O)(=O)c2ccc(NS(=O)(=O)c3ccc(C)cc3)cc2)nc(OC)n1	2	-1	-11	3	-5	-2.4	1	-2.2	28
CCOC(=O)CNC(=O)c1cccs1	5	2	-1	5	3	-2.4	7	-3.5	6
O=C(Nc1c(Cl)cccc1Cl)c1ccc(-c2ccccc2)cc1	2	7	-9	10	0	-2.5	4	-1.1	16
CCCCS(=O)(=O)NC1=NCN(CCO)CN1	-1	-3	-14	20	-7	-2.8	-1	-3.1	25
O=C(CSc1nnc(Cc2cc(=O)[nH]c(=O)[nH]2)n1-c1ccccc1)N1CCCc2ccccc21	9	-3	-14	1	5	-3.6	7	-3.0	10
CC(C)OCCCn1c(=O)c2ccccc2n2c(CCC(=O)N3CCN(c4ccccn4)CC3)nnc12	-1	-6	-8	1	-2	-2.9	5	-1.2	37
CCOC(=O)NC(=O)C(=CNc1cccc(OC)c1)C(=O)NC(=O)OCC	-1	2	0	23	2	-1.9	4	-2.9	2
CCc1ccc(/C=N/n2c(COc3ccccc3)n[nH]c2=S)cc1	-3	-2	0	6	14	-2.1	3	-4.4	28
CS(=O)(=O)NCc1ccc(C(=O)O)cc1	4	14	-14	10	-8	-1.0	-1	-2.0	44
O=C(Nc1ccncc1)c1ccc(F)cc1	3	-32	-5	-2	2	-0.8	4	-0.7	0
CN(CC(=O)Nc1ccc(F)cc1)CC(=O)Nc1ccc(F)c(F)c1F	5	-36	10	-8	3	-0.8	-6	0.3	17
Cc1cccc(NC(=S)N=Nc2c(O)n(C)c3ccc(S(=O)(=O)N4CCOCC4)cc23)c1	-2	-12	-4	12	5	-2.1	5	-1.9	-10
Cc1cc(C)c2nc(/N=C(\N)NC(=O)c3ccccc3)nc(C)c2c1	5	-3	-2	·	1	-2.3	17*	-1.3	30
CC(C)[C@@H]1NC(=O)N(c2ccc(Oc3ccccc3)cc2)C1=O	0	4	-2	-2	3	-3.3	-2	-0.3	-2
O=C(Nc1ccccc1C(=O)N1CCN(Cc2ccccc2)CC1)c1ccccn1	5	0	-10	8	-4	-3.2	-1	-5.0	-3
Cc1ccccc1Cn1nc(C)c(NC(=O)c2cc3n(n2)C(C(F)F)CC(C(F)F)N3)c1C (stereo not drawn)	4	-4	-9	-3	-6	-4.0	0	-0.5	16
COc1ccc(NC(=O)c2ccccc2NC(=O)CSc2ccccc2)cc1	-1	-2	-7	10	2	-4.7	1	-3.6	-7
O=C(NCc1cccc(C(F)(F)F)c1)c1cccc(S(=O)(=O)NCc2ccccc2)c1	-4	-2	-3	35	-2	-2.4	-5	0.9	-2
COc1cccc(/C=C2\CCC(C3CCCC3)C2=O)c1OC (stereo not drawn)	-3	-2	-2	-5	1	-3.1	2	-2.6	47
CC(C)(C)Cc1nnc(NC(=O)CCC2CCCCC2)s1	3	-4	-8	2	-2	-3.7	7	-3.0	11
O=C(COC(=O)C1CCN(C(=O)c2ccc(Cl)cc2)CC1)NC1CCS(=O)(=O)C1 (stereo not drawn)	3	-3	-7	-4	5	-1.9	2	-1.3	-10
S=c1[nH]nc(-c2ccccc2Cl)n1Cc1ccccc1	-1	-4	1	1	8	-2.9	4	1.2	37
COc1cccc(/C=C2/Sc3ccc(C(=O)NCCN4CCCCCC4)cc3NC2=O)c1	-5	-3	6	18	4	-0.6	-3	6.1	26
CC(=O)Nc1cccc(C(=O)NCC2(N3CCCCC3)CCCCC2)c1	0	-1	-14	3	1	-2.9	-2	-1.6	-8
COc1ccc(OC)c([C@@H]2OCCC=C[C@H]2C)c1	1	-10	-4	30	0	-3.1	-2	-0.5	9
CC1(c2nnc(-c3ccc(Cl)cc3)o2)CC(c2ccncc2)=NO1 (stereo not drawn)	1	-3	·	·	·	·	-1	·	44
COC(=O)C1=C(C)Nc2[nH]c(=S)[nH]c(=O)c2C1c1ccc(O)cc1 (stereo not drawn)	-4	1	-10	19	23	-4.4	-6	-4.7	10
CC1=C(C)/C(=N\OS(=O)(=O)c2ccc(C)cc2)C=CC1=O	-3	-2	60*	82	15	-4.5	1	-2.7	10
CCC(C)(C)NC(=O)C(c1cccc(OC)c1OC)N(CC(C)C)C(=O)CCC(=O)Nc1cc(C)on1 (stereo not drawn)	4	-2	-14	-5	0	-2.3	2	-2.7	30
COc1ccc(Cc2noc(CN3CCN(Cc4csc(C)n4)CC3)n2)cc1OC	3	-15	-2	-7	-5	-2.5	6	-2.4	-16
CCOc1ccc(N/N=C(/C#N)C(N)=O)cc1	-2	6	5	20	16	-2.5	4	-8.8	-15
NC(=O)N/N=C/CCc1ccccc1	0	-2	-6	-17	0	-4.2	2	-1.4	25

Another view of some results above:
SMILES: COc1ccc(Cc2noc(CN3CCN(Cc4csc(C)n4)CC3)n2)cc1OC
  IDE act: 3	pCIP destab: -15	GPR7 antag: -2	NALP1 inh: -7	PfM18AAP inh: -5	IMP-1 inh: -2.5	IDE inh: 6	VIM-2 inh: -2.4	PHOSPHO1 inh: -16
SMILES: CCC(C)(C)NC(=O)C(c1cccc(OC)c1OC)N(CC(C)C)C(=O)CCC(=O)Nc1cc(C)on1 (stereo not drawn)
  IDE act: 4	pCIP destab: -2	GPR7 antag: -14	NALP1 inh: -5	PfM18AAP inh: 0	IMP-1 inh: -2.3	IDE inh: 2	VIM-2 inh: -2.7	PHOSPHO1 inh: 30

(more compounds)
Structure	IDE act	pCIP destab	GPR7 antag	NALP1 inh	PfM18AAP inh	IMP-1 inh	IDE inh	VIM-2 inh	PHOSPHO1 inh
CN(NC(=O)c1ccccc1)C1=NS(=O)(=O)c2ccccc21	5	-14	2	-1	-9	-1.4	-3	0.3	-3
CCSc1ncc(Cl)c(C(=O)Nc2ccccc2OC)n1	4	-11	-16	0	-12	-4.7	-3	0.2	·
CCOc1ccccc1NC(=O)CSc1nnc2ccc(-c3ccncc3)nn12	-16	2	-16	-1	4	-3.3	22*	-2.2	23
O=S(=O)(NCc1ccccc1)c1cccc(S(=O)(=O)N2CCOCC2)c1	-2	-1	0	5	3	0.3	-13	-1.6	-7
Cc1ccc(N2CCN(/N=C/c3ccncc3)CC2)cc1	1	-13	-4	8	-6	-1.8	1	-0.6	34
CNC(=O)CSc1nnc(-c2ccco2)n1-c1ccc(C)cc1	7	-7	-14	-94	-1	0.8	2	-2.8	-3
Cc1ccc(C(=O)N[C@H](C(=O)OCc2nnc(-c3ccccc3)o2)C(C)C)cc1	-6	6	-2	12	-2	-1.3	-2	-0.9	8
CC(C)CN1CCNC(=O)C1CC(=O)N(C)CC1CCOCC1 (stereo not drawn)	10	-8	-3	15	5	-1.3	-10	0.1	23
CCOC(=O)c1cc2sc(C)cc2n1C(C)C(=O)OCC (stereo not drawn)	1	-1	8	·	-8	0.5	-1	-0.1	10
Cc1nnc(NC(=O)CSc2nc3ccccc3[nH]2)s1	7	-29	-7	-29	2	-2.5	1	-2.0	33
CSc1ccccc1C(=O)Nc1ccccc1C(=O)N1CCCC1	-1	-21	1	-11	-12	-2.2	10	0.0	21
COc1ccc(-n2c(N)c(C(=O)NCc3ccco3)c3nc4ccccc4nc32)cc1	4	-17	6	-2	26	-3.2	0	-0.7	9
O=C(CCN1CCN(C(=O)c2ccco2)CC1)Nc1ccc(F)cc1	-4	-7	-11	5	2	-6.5	6	-2.1	9
O=C1C(=O)N(Cc2cccnc2)C(c2ccccn2)/C1=C(/O)c1ccc(F)cc1 (stereo not drawn)	3	0	-19	10	0	-2.5	-3	52*	25
O=C(CCc1nc(-c2ccccc2F)no1)NCc1ccco1	1	-3	-8	3	4	-1.9	1	0.0	-1
O=C(CCSCc1ccc(Cl)cc1)NCc1cccnc1	-5	1	-4	-7	5	-2.5	2	-2.8	4
Cc1cccc(C)c1NC(=S)NC(C)(C)CO	8	-15	1	·	4	-3.3	1	-2.5	27
O=C(NCc1ccco1)c1ccccc1NS(=O)(=O)c1ccc(Cl)s1	-1	-7	-12	7	2	-2.8	2	-1.1	19
O=C(N/N=C/c1ccc[nH]1)c1cc2ccccc2cc1O	0	10	5	-6	39*	-1.0	2	-0.9	9
Cc1nn(Cc2ccc(C(=O)N/N=C/c3ccncc3)o2)c(C)c1Cl	-2	-1	-15	12	0	-1.6	·	-0.8	48
Cc1nc(NS(=O)(=O)c2ccccc2)sc1NC(=O)OCCN(C)C	-4	-8	0	16	-23	-0.3	-1	-6.1	4
Nc1sc(-c2ccccc2)cc1C(=O)N/N=C/c1ccc(Cl)cc1	·	1	-14	0	11	-2.5	4	-0.6	2
Cc1c(C)c2ccc(OC(C)C(=O)NCCN3CCOCC3)c(C)c2oc1=O (stereo not drawn)	4	-3	-3	22	1	-3.0	-4	7.0	30

Source: PubChem (several laboratories)
